# Tat export inh: E. coli Tat export inhibitors, primary screen, MC4100, TorA-mCherry reporter, fluorescence, single point. AID 488895, 2010. inhibition, % at 10 µM. hit rate 0.036% among 340,000;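 active = mean replicate inhibition at least 50% and at least half of replicates individually reaching 50%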;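 also: exported cargo escapes ClpAP degradation while cytoplasmic cargo is degraded and loses fluorescence; 0% = median of neutral control wells and 100% = median of NaSCN control wells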
# OPRM1-OPRD1 inv: inverse agonists of MOR-DOR heterodimerization, primary screen, cell-based, luminescence. Mu-type opioid receptor (Homo sapiens) + Delta-type opioid receptor (Homo sapiens), …. cell-based MOR-DOR heterodimer luminescence, inverse agonism. inhibition, % at 9.3 µM. hit rate 0.21% among 340,000. AID 504357, 2011; in the data active = inhibition above about 22%, passing the limit was not always enough;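 also: 0% = cells with DMSO and 100% = wells without cells with DMSO; values of inactives mirror those of a sister screen read the other way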
# AddAB inh: growth inhibition of E. coli expressing H. pylori AddAB, primary screen, AddAB inhibitor project, absorbance. hit rate 0.29% among 330,000. inhibition, % at 11.9 µM. AID 435030, 2010; in the data active = inhibition above about 12%;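 also: 0% = vehicle wells of infected cells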
# Mot1-301 SUMO: yeast Mot1-301 growth rescue at high temperature, primary screen, SUMOylation pathway inhibitor project, S. cerevisiae, ATP luminescence, 38.5C | S. cerevisiae Mot1-301 growth rescue; percent above DMSO median, 100 means doubled | growth rescue, % at 18.8 µM | hit rate 1% among 320,000 | AID 2716, 2010;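 active = every valid replicate shows activation above 250% relative to neutral control wells; inactive = the rest, any valid replicate at or below 250%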;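 also: OY570 slx delta 5 strain wells were the positive control but not used for scaling; some compounds called inactive have numbers as strong as hits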
# PKA-R1A activ: activators of PKA-R1A holoenzyme, primary screen, biochemical, fluorescence polarization, Cy5-IP20, bovine R1A, mouse PKAc; cAMP-dependent protein kinase type I-alpha regulatory subunit (Bos taurus) + …; PKA-R1A dissociation; scaled: DMSO 0%, 113 µM cGMP 100%; activation, % at 11.4 µM; hit rate 0.083% among 340,000;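 active = percent activation above the mean of all tested compounds plus 3 SD, cut at about 19% in these data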;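 also: higher means more PKAc released from R1A so a rise in polarization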
# PfHsp90 set2: growth inhibition of PfHsp90-expressing yeast, primary screen, antimalarial PfHsp90 inhibitor project, S. cerevisiae, BacTiter-Glo luminescence, single point, set 2; BacTiter-Glo ATP, 48 h; yeast lacking PDR1 and PDR3 efflux regulators; hit rate 0.32% among 310,000; inhibition, % at 9.4 µM;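 active = every replicate shows inhibition above about 80%, whatever the replicate mean, limit read from the data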;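 also: 0% = DMSO neutral controls and 100% = 20 µM radicicol positive controls; yeast relying on Plasmodium falciparum Hsp90 in place of its own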
# Ecoli viability: E. coli V3065 growth inhibition, primary screen, counter-screen for AddAB inhibitor project, absorbance, OD600; 18 h; inhibition, % at 11.9 µM; hit rate 0.27% among 330,000; AID 449728, 2010;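 active = inhibition above the campaign's mean inhibition across all tested compounds plus 3 SD, cut at about 9.9% in these data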;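 also: uninfected addAB+ strain grown without phage in ampicillin broth; 0% = DMSO wells and 100% = ciprofloxacin 0.95 µg/ml wells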
# phage Ecoli inh: growth loss of phage-infected E. coli, primary screen, RecBCD inhibitor project, absorbance, with phage, HTS; inhibition, % at 11.9 µM; hit rate 0.26% among 360,000; in the data active = inhibition above about 11%
# PKA-R2B activ: activators of PKA-R2B holoenzyme, primary screen, biochemical, fluorescence polarization, Cy5-IP20, human. activation, % at 11.4 µM. hit rate 0.079% among 340,000. cAMP-dependent protein kinase catalytic subunit beta (Homo sapiens) + cAMP-dependent …. PKA-R2B holoenzyme dissociation; R2B truncated from residue 108, S112A mutant; 0% DMSO only, 100% 113 µM cGMP;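 active = activation above a cutoff set at the mean over all compounds plus 3 SD, cut at about 18% in these data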;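 also: higher means more holoenzyme dissociation and a rise in polarization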
# Target sequence (P31323 whole entry, looked up, other chains not shown, the tested form may be a part): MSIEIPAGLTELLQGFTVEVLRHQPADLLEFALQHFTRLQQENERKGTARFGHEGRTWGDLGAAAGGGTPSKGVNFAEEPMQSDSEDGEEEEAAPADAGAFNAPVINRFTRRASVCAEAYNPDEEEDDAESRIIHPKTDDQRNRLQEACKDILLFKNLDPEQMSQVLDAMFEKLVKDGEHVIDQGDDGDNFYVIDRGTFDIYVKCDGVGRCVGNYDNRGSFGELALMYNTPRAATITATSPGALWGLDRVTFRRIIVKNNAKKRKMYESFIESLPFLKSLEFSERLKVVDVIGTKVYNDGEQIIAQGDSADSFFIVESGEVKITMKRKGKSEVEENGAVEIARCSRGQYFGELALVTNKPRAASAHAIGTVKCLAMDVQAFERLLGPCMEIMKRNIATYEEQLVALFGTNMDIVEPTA
# HTR5A inv ctr: HTR5A inverse agonists in luminescence cell assay, primary screen, counter-screen for OPRM1-OPRD1 heterodimer inverse agonist project, full-deck HTS; HTR5A cell line, inverse agonism; inhibition, % at 9.3 µM; hit rate 0.083% among 340,000; 5-hydroxytryptamine receptor 5A (Homo sapiens), P47898; AID 504634, 2011; in the data active = inhibition mostly above about 23%, no sharp cut-off; inactive = mostly below about 18%;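 also: 0% = cells with DMSO and 100% = no-cell wells with DMSO; some compounds called inactive have numbers as strong as hits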
# Target sequence (P47898 whole entry, looked up): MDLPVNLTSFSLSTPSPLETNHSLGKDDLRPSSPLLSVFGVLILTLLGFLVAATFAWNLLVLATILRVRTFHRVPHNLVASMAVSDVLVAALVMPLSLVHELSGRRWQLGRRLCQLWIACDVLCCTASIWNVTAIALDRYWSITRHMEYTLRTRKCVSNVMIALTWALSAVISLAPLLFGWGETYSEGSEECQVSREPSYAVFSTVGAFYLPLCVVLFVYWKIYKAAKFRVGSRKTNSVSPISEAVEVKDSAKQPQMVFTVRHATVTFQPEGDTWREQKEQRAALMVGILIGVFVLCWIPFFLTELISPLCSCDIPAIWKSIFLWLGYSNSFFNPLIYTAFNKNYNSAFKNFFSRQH
# MOR-DOR ag: agonists of OPRM1-OPRD1 heterodimerization, primary screen, cell-based, luminescence; Mu-type opioid receptor (Homo sapiens) + Delta-type opioid receptor (Homo sapiens), …; cells; activation, % at 9.3 µM; hit rate 0.3% among 340,000; AID 504326, 2011; in the data active = activation above about 18%;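 also: 0% = vehicle-treated cells and 100% = reference agonist; values of inactives mirror those of a sister screen read the other way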
# * = called active by the depositor; . = no result given.
canonical_smiles	Mot1-301 SUMO	phage Ecoli inh	PfHsp90 set2	MOR-DOR ag	AddAB inh	Ecoli viability	PKA-R1A activ	PKA-R2B activ	HTR5A inv ctr	OPRM1-OPRD1 inv	Tat export inh
O=C(Nc1nnc(-c2ccccc2F)s1)Nc1ccccc1F	.	5.1	-10.5	2.8	-3.0	0.1	-9.8	-15.1	-18.1	-19.1	13.5
Cc1cc(C)c2nc(SCC(=O)Nc3ccc(S(=O)(=O)N4CCCC4)cc3)c(C)cc2c1	698.9	-0.3	6.8	-6.1	1.1	-0.4	-6.7	-3.5	9.3	26.5	-8.3
O=C(NCCNC(=O)c1ccccc1Br)c1cccnc1	-6.5	-1.3	-21.2	-1.5	0.1	-1.0	-3.3	-12.8	-17.9	6.0	-7.9
O=C(OCC(=O)N1CCN(C(=O)c2ccco2)CC1)c1ccc(Cl)nc1	86.1	6.4	13.2	-0.4	0.3	-3.5	-9.1	-9.4	8.1	2.3	-10.3
CC(=O)NCCN1C(=O)C2C3c4ccccc4C(c4ccccc43)C2C1=O (centres undefined)	-17.4	1.6	-28.3	-1.6	0.2	2.3	-8.4	2.3	-9.2	6.9	-3.8
COc1cc(NC(=O)c2ccccc2-c2ccccc2)cc(OC)c1	-20.0	4.5	-11.8	-2.8	2.6	-3.8	-4.0	-10.4	-11.9	14.2	-8.7
CCOC(=O)c1ccc(-c2c(C(=O)OCC)oc3cc(O)c(CC)cc3c2=O)o1	0.3	1.2	-10.7	2.1	1.3	-2.0	1.9	4.4	5.2	-13.2	5.1
CCOC(=O)c1[nH]c2cc(OC)c(OC)cc2c1NC(=O)c1ccc2c(c1)OCO2	-17.3	2.0	18.8	0.4	0.9	-1.4	0.7	1.0	-22.8	-1.9	11.9
O=C(/C=C/c1ccco1)Nc1sc2c(c1C(=O)O)CCC2	23.3	3.1	.	-2.8	-1.5	0.1	-2.4	12.0	-6.1	16.2	-1.5
Nc1ccccc1C#CC(=O)c1ccccc1	131.0	1.8	114.4*	1.8	0.4	-1.8	5.8	-4.7	-12.0	-10.2	-5.9
NC(=O)c1nsc(C(=O)N(Cc2ccccc2F)C(C(=O)NCC2CCCO2)c2ccc(F)cc2)c1N (centres undefined)	21.1	0.8	4.0	-0.1	2.4	-4.4	-6.7	-2.2	13.6	1.1	13.4
COc1ccc(OCC(=O)Nc2ccc3c(c2)n(C)c(=O)n3C)cc1	11.1	-0.8	-9.5	-3.1	5.5	5.5	-3.2	-9.3	1.4	16.0	4.8
CC(C)OCCCNc1nc2c(cnn2C)c(=O)[nH]1	.	-1.5	-4.4	-2.1	.	.	-13.4	-5.3	-6.4	11.0	-13.9
CCOC(=O)C1=CC[C@@H](c2ccco2)N(S(=O)(=O)c2ccc(C)cc2)[C@H]1C(=O)OCC	8.7	2.2	18.1	0.9	-1.5	-1.1	4.0	-2.8	5.6	-5.0	-5.5
CN(Cc1ccccc1)S(=O)(=O)c1ccc(Cl)c(C(=O)OCC(=O)NC2CCS(=O)(=O)C2)c1 (centres undefined)	5.7	7.7	9.9	-0.5	2.0	-1.9	-3.1	2.0	-4.5	1.9	3.6
CC(C)(C)OC(=O)N1CCC(C(=O)Nc2cccc(C(=O)NCc3ccccc3)c2)CC1	.	2.3	-4.3	0.0	.	.	0.0	-10.4	1.6	0.2	2.8
COc1ccccc1Nc1nc(N)nc(CSc2nnc(C)s2)n1	26.1	2.1	9.4	-2.8	2.4	-0.5	6.5	5.6	-10.4	14.8	-11.3
CN1CCCN(C(=O)/C=C/c2ccc(Cl)cc2Cl)CC1	231.5	3.0	-35.5	1.0	3.6	1.2	4.5	3.5	-6.3	-5.4	-4.7
O=C(O)c1cc(-c2cc3ccccc3o2)nn1-c1ccccc1	-1.9	2.5	-32.5	-1.9	0.2	-1.1	1.4	8.7	-13.1	9.1	-0.4
CCN(Cc1ccccc1)S(=O)(=O)c1csc(C(N)=O)c1	-2.2	2.2	17.1	-1.4	1.9	-0.6	0.0	0.5	16.7	7.5	-9.5
COc1cc2ccccc2cc1-c1nnc(COc2ccccc2)o1	1.4	2.4	33.3	0.2	3.1	-1.9	-8.7	-5.5	16.3	-1.2	5.7
CCCCN1CCC(=O)NC1=O	.	0.2	-10.3	-3.4	.	.	-7.2	-7.5	-5.6	16.6	-4.1
O=C(Nc1ccn(Cc2ccccc2)n1)c1cccc(F)c1	.	3.2	-8.8	0.1	.	.	-1.0	-7.9	0.9	-0.6	-4.7
Cc1sc(C(C2C(=O)CC(C)(C)CC2=O)C2C(=O)CC(C)(C)CC2=O)cc1[N+](=O)[O-]	30.4	-1.8	7.6	-0.3	2.1	1.5	-11.5	-12.4	5.6	2.2	-0.5
O=C(NCc1nc2ccccc2[nH]1)C1=C[C@@H](c2ccc(Br)cc2)C[C@@H](OCc2ccc(CO)cc2)O1	79.1	0.6	-15.5	3.7	5.0	2.5	-3.4	0.9	-10.1	-20.4	-13.8
Cc1ccc(S(=O)(=O)C2(C(=O)O)CCCC2)cc1C	9.7	1.7	-6.1	-1.1	-0.9	-0.6	5.2	-0.1	-6.3	5.1	-4.8
COC(=O)N/N=C\c1ccc(-c2cc(Cl)c(Cl)cc2Cl)o1	128.3	4.8	3.3	0.8	5.2	0.9	3.7	0.9	-28.5	-4.3	2.5
COc1ccc(Cc2nnc(SCc3c(C)noc3C)n2C2CCCCC2)cc1OC	0.7	0.6	1.4	1.0	-1.5	-0.8	-7.9	-7.7	-59.0	-6.2	-11.3
Cc1sc2nc(CN3CCOCC3)nc(NS(=O)(=O)c3ccccc3)c2c1C	243.8	0.9	14.1	-1.1	6.2	-1.5	-3.9	-8.8	-8.7	6.7	13.1
Cc1nn(C)cc1-c1n[nH]c(=S)n1-c1ccc(F)cc1	4.2	5.3	8.9	-1.4	0.0	-2.3	-13.4	5.3	5.0	8.2	-6.9
COc1cccc(CN(CC(=O)NCC2CCCO2)C(=O)CCC(=O)Nc2cc(C)on2)c1 (centres undefined)	.	2.7	-10.0	-2.5	1.1	-0.1	5.1	5.7	-0.8	13.8	-6.0
CCOc1ccc(C(=O)CSc2nnc(N)s2)cc1	175.4	0.6	-17.6	-1.9	0.8	-1.8	-3.1	2.1	9.3	10.7	0.4
Cc1oc(C(C)(C)C)cc1C(=O)Nc1ccc2c(c1)OCCO2	143.1	2.4	2.0	1.5	3.1	2.7	1.9	1.4	-16.7	-9.0	0.1
O=C(CSc1cc(Cl)ccc1Cl)NC1CCCC1	22.0	-0.1	16.9	-1.3	-3.1	-2.6	-3.7	-5.8	-5.0	8.5	10.1
CSc1nc2sc3c(c2c(=O)n1C1CCCCC1)CCN(C)C3	-4.4	2.5	-15.6	-1.6	-1.3	-2.3	-11.0	-8.0	-6.4	9.5	3.9
Cc1ccc(CCCOC(=O)C[N+]2(C)CCCC2)cc1	-7.5	0.5	-1.1	-2.0	1.3	0.6	7.4	-0.8	-6.4	11.0	-5.9
O=C(NC(=S)Nn1cnnc1)c1cccc(Br)c1	0.4	2.6	2.8	-3.0	3.0	-1.0	-13.1	-0.6	-15.9	16.6	2.2
COc1cc2c(cc1OC)CN(CC(=O)Nc1ccc(C)cc1)CC2	-3.2	1.3	-14.2	-2.3	3.3	-1.0	-4.8	-6.2	-0.8	12.7	-7.8
CC(C)CNS(=O)(=O)c1cc(C(=O)N2CC(C)OC(C)C2)c(Cl)cc1Cl (centres undefined)	-17.6	0.4	-0.8	-2.4	0.8	2.9	-7.0	2.5	-9.3	13.4	-1.8
CCC1=C(OC(=O)N(CC)CC)N2C(=O)OC(=NCCOC)[C@]2(Cc2ccccc2)[C@H]2C1=CC[C@H]1C(=O)N(CC(=O)OC)C(=O)[C@H]12	-4.6	-1.0	.	-2.4	4.2	-0.5	-12.6	-7.4	9.6	12.9	-3.3
CC(C)c1nc(CNC(=O)c2ccc(OC3CCN(Cc4ccccn4)CC3)cc2)cs1	-3.6	1.5	-0.4	-0.9	0.0	-1.2	-14.8	-12.4	-0.7	4.4	4.0
COC(=O)c1ccc(COC(=O)c2ccc(S(=O)(=O)N3CCC(C)CC3)cc2)o1	2.3	1.2	20.2	-2.8	2.7	0.8	-10.6	5.7	0.9	13.8	-0.5
O=C(CN1CCN(C(=O)c2ccccc2)CC1)Nc1ccccc1	153.9	0.9	31.6	-1.6	4.8	1.6	4.4	11.0	-22.2	9.7	0.7
CC(C)C(=O)Nc1nc(-c2ccc(S(=O)(=O)N3CCOCC3)cc2)cs1	-8.6	4.0	-3.6	-1.1	7.0	0.8	-1.0	-0.9	-20.6	7.7	-4.6
CCOC(=O)CNC(=O)CSc1nc2sc(C)c(C)c2c(=O)n1C	2.2	1.2	0.2	-0.2	-0.8	-0.1	7.8	1.5	16.4	1.2	-7.5
CC1C(=O)Nc2ccccc2N1C(=O)c1ccc(F)cc1F (centres undefined)	4.0	-1.1	-8.4	-3.0	-2.1	-2.2	8.0	-7.1	10.0	17.6	-8.8
COc1cccc(CN(C)CC(O)COC(c2ccccc2)c2ccccc2C)c1 (centres undefined)	-11.3	1.3	6.5	7.2	0.7	0.0	-3.1	-5.8	5.0	-54.5	5.3
COc1ccc2ccccc2c1/C=N/n1cnnc1	10.5	2.9	-21.6	-2.0	2.8	2.1	-13.4	-8.4	8.3	10.1	7.2
O=C(NCc1cccnc1)C(=O)Nc1nc2ccccc2s1	4.3	0.7	2.8	-0.8	1.1	-0.8	-12.9	6.2	-20.2	5.2	6.8
CCn1cc(C(=O)NCC2COc3ccccc3O2)c2cc(OC)c(OC)cc2c1=O (centres undefined)	-5.5	0.7	.	-0.9	2.5	0.3	-0.7	-3.0	1.7	5.4	-2.4
COc1ccc(CNCCCNCc2ccc(OC)c(OC)c2)cc1OC	.	-0.2	-32.5	-3.7	.	.	4.2	-4.2	0.7	18.2	6.8
COC(=O)c1ccc(COc2cc([N+](=O)[O-])cc3cccnc23)o1	-15.8	2.2	-4.9	-1.3	1.9	-0.7	6.3	-7.8	-36.6	6.7	-4.5
Cc1ccc(C(=O)C(C)OC(=O)Cn2[nH]c(=O)c3ccccc3c2=O)cc1C (centres undefined)	-9.8	2.5	-0.5	-2.8	0.9	0.4	0.7	0.6	-45.3	16.2	4.8
